HTR5A ag = activates human HTR5A in OPRM1-OPRD1 agonist counter-screen | P47898 | hit rate 0.61% among 340,000 | HTR5A agonist assay, luminescence, cell-based | activation, % at 9.3 µM; in the data active means activation mostly above about 9.5%, no sharp cut-off; inactive means mostly below about 7.6%;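 further: 0% = cells with vehicle only and 100% = reference agonist; strong numbers were not always called active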
Ecoli viability = reduces bacterial viability in AddAB counter-screen. E. coli V3065 growth, OD600 absorbance, 18 h. inhibition, % at 11.9 µM. hit rate 0.27% among 330,000. AID 449728;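 active means inhibition above the campaign's mean inhibition across all tested compounds plus 3 SD, cut at about 9.9% in these data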;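 further: uninfected addAB+ strain grown without phage in ampicillin broth; 0% = DMSO wells and 100% = ciprofloxacin 0.95 µg/ml wells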
HTR5A inv ag = counter-screen for OPRM1-OPRD1 inverse agonists: human HTR5A inverse agonism. P47898. HTR5A cell line, luminescence. inhibition, % at 9.3 µM. hit rate 0.083% among 340,000. AID 504634; in the data active means inhibition mostly above about 23%, no sharp cut-off; inactive means mostly below about 18%;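 further: 0% = cells with DMSO and 100% = no-cell wells with DMSO; some compounds called inactive have numbers as strong as hits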
MOR-DOR ag = agonists of human mu-delta opioid receptor heterodimerization | activation, % at 9.3 µM | hit rate 0.3% among 340,000 | cells, OPRM1-OPRD1 heterodimerization, luminescence | P35372+P41143 | AID 504326; in the data active means activation above about 18%;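 further: 0% = vehicle-treated cells and 100% = reference agonist; values of inactives mirror those of a sister screen read the other way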
AddAB inh = less growth of phage-infected E. coli with AddAB | E. coli expressing H. pylori AddAB, absorbance growth | inhibition, % at 11.9 µM | hit rate 0.29% among 330,000 | AID 435030; in the data active means inhibition above about 12%;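 further: 0% = vehicle wells of infected cells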
phage Ecoli inh = E. coli growth loss with phage present | growth absorbance | inhibition, % at 11.9 µM | hit rate 0.26% among 360,000; in the data active means inhibition above about 11%
MOR-DOR inv ag = inverse agonist of human OPRM1-OPRD1 heterodimerization | inhibition, % at 9.3 µM | hit rate 0.21% among 340,000 | AID 504357 | cell-based MOR-DOR heterodimer luminescence, inverse agonism | P35372+P41143; in the data active means inhibition above about 22%, passing the limit was not always enough;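 further: 0% = cells with DMSO and 100% = wells without cells with DMSO; values of inactives mirror those of a sister screen read the other way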
PfHsp90 yeast 2 = reduces growth (ATP signal) of yeast expressing P. falciparum Hsp90 | inhibition, % at 9.4 µM | S. cerevisiae expressing PfHsp90, BacTiter-Glo ATP, 48 h; yeast lacking PDR1 and PDR3 efflux regulators | hit rate 0.32% among 310,000;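 active means every replicate shows inhibition above about 80%, whatever the replicate mean, limit read from the data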;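 further: 0% = DMSO neutral controls and 100% = 20 µM radicicol positive controls; yeast relying on Plasmodium falciparum Hsp90 in place of its own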
PKA-R1A activ = activates the PKA-R1A holoenzyme complex. P00514+P68181. PKA-R1A dissociation, Cy5-IP20 fluorescence polarization; scaled: DMSO 0%, 113 µM cGMP 100%. activation, % at 11.4 µM. hit rate 0.083% among 340,000;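 active means percent activation above the mean of all tested compounds plus 3 SD, cut at about 19% in these data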;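 further: higher means more PKAc released from R1A so a rise in polarization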
DSG3 Ab inh = blocks pemphigus antibody binding to human desmoglein-3. AID 588358. binding (percent of control), % at 10 µM. hit rate 0.48% among 310,000. DSG3-coupled beads, scFv-anti-DSG3-GFP binding, flow cytometry; stronger effect = lower value. P32926;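 active means binding more than 3 SD below its plate's average and above zero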; further: some compounds called inactive have numbers as strong as hits
Target sequence (P32926 whole entry, looked up): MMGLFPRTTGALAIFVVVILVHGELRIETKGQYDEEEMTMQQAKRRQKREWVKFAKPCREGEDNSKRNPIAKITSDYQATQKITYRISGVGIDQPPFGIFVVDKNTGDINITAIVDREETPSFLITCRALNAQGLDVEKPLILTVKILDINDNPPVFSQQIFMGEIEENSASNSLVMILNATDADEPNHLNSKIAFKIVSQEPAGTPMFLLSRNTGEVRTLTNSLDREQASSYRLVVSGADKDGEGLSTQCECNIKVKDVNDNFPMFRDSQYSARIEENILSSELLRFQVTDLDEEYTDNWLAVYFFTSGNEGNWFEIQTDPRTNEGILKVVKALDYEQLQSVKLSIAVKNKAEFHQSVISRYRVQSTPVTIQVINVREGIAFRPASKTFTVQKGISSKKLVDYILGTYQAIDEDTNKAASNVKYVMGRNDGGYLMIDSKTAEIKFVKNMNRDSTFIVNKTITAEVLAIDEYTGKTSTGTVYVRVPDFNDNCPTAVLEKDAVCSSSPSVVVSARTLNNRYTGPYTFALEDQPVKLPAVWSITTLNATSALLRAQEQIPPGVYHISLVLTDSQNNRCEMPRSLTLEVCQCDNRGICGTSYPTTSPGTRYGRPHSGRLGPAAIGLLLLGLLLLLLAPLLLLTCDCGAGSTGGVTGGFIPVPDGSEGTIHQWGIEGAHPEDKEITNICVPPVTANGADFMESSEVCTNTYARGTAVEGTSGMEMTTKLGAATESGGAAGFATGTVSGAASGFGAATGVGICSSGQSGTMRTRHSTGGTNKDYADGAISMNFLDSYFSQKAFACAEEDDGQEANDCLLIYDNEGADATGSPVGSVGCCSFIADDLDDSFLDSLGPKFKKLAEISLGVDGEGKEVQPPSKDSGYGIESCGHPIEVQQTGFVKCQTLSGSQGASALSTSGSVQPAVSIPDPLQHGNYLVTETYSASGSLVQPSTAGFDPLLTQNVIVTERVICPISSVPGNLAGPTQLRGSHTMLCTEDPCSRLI
Mot1-301 SUMO = inhibitors of SUMOylation pathway: yeast Mot1-301 growth rescue | S. cerevisiae Mot1-301 growth rescue, ATP luminescence, 38.5C; percent above DMSO median, 100 means doubled | growth rescue, % at 18.8 µM | hit rate 1% among 320,000 | AID 2716;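 active means every valid replicate shows activation above 250% relative to neutral control wells; inactive means the rest, any valid replicate at or below 250%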;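 further: OY570 slx delta 5 strain wells were the positive control but not used for scaling; some compounds called inactive have numbers as strong as hits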
* marks the source's active call; other numbers are inactive results; . = no result given.

Second line of a record – HTR5A ag	Ecoli viability	HTR5A inv ag	MOR-DOR ag	AddAB inh	phage Ecoli inh	MOR-DOR inv ag	PfHsp90 yeast 2	PKA-R1A activ	DSG3 Ab inh	Mot1-301 SUMO
1) C[C@H](CO)N1C[C@H](C)[C@@H](CN(C)C(=O)Nc2ccc(C(F)(F)F)cc2)Oc2c(cccc2N(C)C)C1=O
 : 1	-1.0	-11	-1.6	0.6	-0.3	10	-13	-16	102	-3
2) CC(=O)NC(c1cc(Cl)c2ccccc2c1O)C(C)C (stereo unspecified)
 : 1	0.8	-18	-1.8	2.7	1.0	10	.	-13	105	2
3) NC(=O)Cn1cc(C(=O)C(=O)N2CCOCC2)c2ccccc21
 : 3	0.0	-12	0.2	-1.4	-0.1	-1	.	1	.	-5
4) Cc1cc(/C=C2\C(=O)NN(c3ccccc3)C2=O)c(C)n1-c1ccccc1O
 : -6	-1.6	5	0.8	-3.4	1.4	-4	3	-4	96	-29
5) CC[C@H](C)[C@H](NC(N)=O)C(=O)Nc1ccc2c(c1)OCO2
 : 4	0.5	-11	-1.2	1.4	-0.8	6	-6	-5	104	132
6) CCN1CCN(C(c2ccc(C(F)(F)F)cc2)c2ccc3cccnc3c2O)CC1 (stereo unspecified)
 : -3	38*	10	4.0	26*	21*	-18	121*	-1	106	-17
7) COc1ccc2[nH]c(=O)c(CNc3ccccc3C)cc2c1
 : 4	-1.7	-12	-1.6	-1.4	0.2	9	-8	-17	100	4
8) CN(C)c1ncnc2c1ncn2C1OC(CO)C(O)C1O (stereo unspecified)
 : -10	-1.4	-40	-0.2	2.6	3.0	1	13	7	106	277*
9) CSc1ccccc1C(=O)NC1CC2CCC1C2 (stereo unspecified)
 : -6	-1.4	15	0.6	-0.3	0.8	-2	-13	2	106	7
10) Cc1ccc(CCNC(=O)C2CCN(C(=O)c3sccc3-n3cccc3)CC2)cc1
 : -1	-1.9	2	-1.8	-0.5	2.8	10	-14	-8	97	199
11) COc1cccc(C(=O)/C=C/Nc2ccc(S(=O)(=O)Nc3ccc(C(C)=O)cc3)cc2)c1
 : -2	2.6	3	0.4	0.0	0.0	-2	-8	-5	.	-21
12) CC(=O)c1c(C)[nH]c(C(=O)OCC(=O)Nc2ccc(Cl)cc2[N+](=O)[O-])c1C
 : 3	-1.8	-10	5.2	2.3	3.6	-28	-20	1	110	-21
13) CCc1noc(C)c1C(=O)OCC(=O)Nc1ccccc1SC
 : 10	.	-2	0.2	.	2.0	-1	-4	-3	99	.
14) COc1cccc(N2C(=O)C(CC(=O)Nc3ccc(F)cc3)N(C3CCCCC3)C2=O)c1 (stereo unspecified)
 : 1	0.5	8	0.0	3.4	-0.3	0	67	9	110	-16
15) O=C(NCC(c1cccs1)N1CCOCC1)c1cn(-c2ccccc2)nc1-c1ccc(F)cc1 (stereo unspecified)
 : -2	-0.7	5	0.7	-2.7	3.5	-4	13	-9	97	-13
16) CC1CC(=O)c2cnc(NCC3CCCO3)nc2C1 (stereo unspecified)
 : 2	-2.0	-12	-3.7	0.6	3.7	16	3	-4	103	-2
17) O=C(Nc1nnc(-c2ccccc2)o1)NC1CCCCC1
 : -2	-8.0	-12	2.8	-2.8	0.3	-17	6	6	109	50
18) CCCCCn1ccc(=O)c2c(C(F)(F)F)nccc21
 : 3	1.6	-20	0.3	0.6	2.6	-2	.	-13	.	-3
19) O=C(Nc1ccc(N2CCOCC2)cc1)C1CC(O)CN1S(=O)(=O)c1ccc(Cl)cc1 (stereo unspecified)
 : 2	3.6	30	-0.5	1.9	3.4	3	5	-13	107	14
20) CCOC(=O)C1=C(C)N=c2s/c(=C\c3cccn3C)c(=O)n2C1c1cccc(OC)c1OC (stereo unspecified)
 : 3	-2.4	-8	-2.4	2.2	2.1	13	-2	1	107	-10
21) COCCN1CCN(c2c(C)c(C)nc3cc(-c4cccc(OC)c4)nn23)CC1
 : 2	-2.0	4	-1.7	-4.0	1.1	9	12	-13	92	-10
22) CCOc1nc(SCCOc2ccccc2)nc(N(C)C)n1
 : -1	-1.4	-7	1.3	2.2	2.5	-7	-17	-5	.	4
23) O=C(Nc1nnc(-c2ccc(F)cc2)o1)c1ccco1
 : 3	-9.3	-8	-1.3	-0.4	-4.5	7	-23	3	95	3
24) Cc1ccc(C(NC(=O)N2CC(C)OC(C)C2)C(Cl)Cl)cc1F (stereo unspecified)
 : -2	-0.7	5	-0.4	0.2	1.6	2	-13	2	99	-7
25) CC(=O)c1cc(C(=O)N2CCCC(CCC(=O)N(C)CCc3ccccn3)C2)cs1 (stereo unspecified)
 : -7	0.1	19	-1.3	0.8	0.9	6	0	-5	.	1
26) CCn1cc(-c2cc(C(=O)O)on2)c(C)n1
 : .	-2.2	.	.	2.2	5.0	.	5	.	103	-1
27) COc1cc(C(=O)NC(C)C2CC3CCC2C3)ccc1OC(F)F (stereo unspecified)
 : 1	-2.0	-2	-5.0	-0.9	-0.6	20	-4	-18	106	-13
28) CC(C)CNC(=O)c1cccc(NC(=O)CSc2ccccc2)c1
 : 0	4.9	-2	-1.5	2.3	5.6	10	17	-10	85	-2
29) CCCCN=C1NN=C(c2cccc([N+](=O)[O-])c2)CS1
 : 1	-2.2	26	0.2	-1.9	3.2	-1	-8	1	102	-1
30) CCc1cc2c(SCC(=O)NC3CCS(=O)(=O)C3)ncnc2s1 (stereo unspecified)
 : 0	0.4	22	1.9	0.7	1.7	-10	.	-6	129	2
31) CCOC(=O)COc1ccc(Cl)cc1C1NC(=O)NC(C)=C1C(C)=O (stereo unspecified)
 : 1	-3.2	6	-2.3	3.6	2.4	11	.	3	97	-5
32) CCCOc1ccc(C(=O)OCC(=O)NCCc2ccc(OCC)c(OCC)c2)cc1OC
 : 2	1.3	-10	-1.6	0.4	3.5	9	30	9	116	-9
33) O=C1CC(C(=O)Nc2ccccc2)S/C(=N\NC(=O)c2ccccc2Cl)N1 (stereo unspecified)
 : 10	1.9	-5	-3.8	0.7	3.6	19	4	-5	106	-8
34) CC(C)CN(C(=O)COC(=O)CNC(=O)c1sc2ccccc2c1Cl)C1CCS(=O)(=O)C1 (stereo unspecified)
 : -3	-1.1	6	-1.3	-0.7	3.7	7	.	0	97	-29
35) CCOc1ccc(NC(=O)CN(C)Cc2ccc3c(c2)OCO3)cc1S(=O)(=O)N1CCCC1
 : 0	0.5	0	-3.8	-0.1	0.8	14	18	6	103	19
36) FC(F)Oc1ccc(-c2csc(Cc3nnc4n3CCCCC4)n2)cc1
 : 2	.	-33	0.8	.	4.8	-5	-2	0	129	.
37) Cc1cc(=O)[nH]c(N/N=C/c2ccc(Cl)c([N+](=O)[O-])c2)n1
 : 3	-1.1	0	-3.4	2.0	1.4	18	2	3	95	-21
38) FC(F)(F)Sc1ccc(NC(=S)NCc2ccccc2)cc1
 : 4	10*	-4	5.8	11	13*	-30	-3	8	102	27
39) N#Cc1ccc(OCC(=O)NCCc2ccc(S(N)(=O)=O)cc2)cc1
 : -8	-2.4	21	0.9	-1.7	1.9	-5	18	3	105	7
40) Cc1ccc(C(C)(C)NC(=O)C2CCC(=O)N(CC3CCCCC3)C2)cc1 (stereo unspecified)
 : -1	-2.5	5	1.2	-0.5	1.4	-6	7	-1	.	158
41) COc1ccc(N2CCN(S(=O)(=O)c3c(C)[nH]c(C)c3C(=O)N3CCCCC3)CC2)cc1
 : -4	-0.2	16	-2.0	2.5	-0.2	10	-3	0	96	-3
42) COc1ccccc1C(=O)N1CCN(c2cccc(Cl)c2)CC1
 : 2	3.9	-3	-3.8	4.2	0.6	16	-6	-11	111	3
43) O=C(CN1C(=O)COc2ccc(S(=O)(=O)N3CCOCC3)cc21)Nc1cccc(Cl)c1
 : -2	-2.5	11	-2.7	2.4	1.3	14	6	5	86	8
44) CCC(C)NC(=O)CN1C(=O)NC2(CCOc3ccccc32)C1=O (stereo unspecified)
 : 3	0.4	-7	-2.1	3.2	-2.0	11	-13	2	97	15
45) COC(=O)C1(CCSC)NC(c2ccc(O)cc2)C2C(=O)N(c3ccc4c(c3)OCCO4)C(=O)C21 (stereo unspecified)
 : -2	1.7	5	-2.8	1.7	2.6	17	29	-1	.	-1

3 entries picked at random from those above, as already listed:
Second line of a record – HTR5A ag	Ecoli viability	HTR5A inv ag	MOR-DOR ag	AddAB inh	phage Ecoli inh	MOR-DOR inv ag	PfHsp90 yeast 2	PKA-R1A activ	DSG3 Ab inh	Mot1-301 SUMO
42) COc1ccccc1C(=O)N1CCN(c2cccc(Cl)c2)CC1
 : 2	3.9	-3	-3.8	4.2	0.6	16	-6	-11	111	3
19) O=C(Nc1ccc(N2CCOCC2)cc1)C1CC(O)CN1S(=O)(=O)c1ccc(Cl)cc1 (stereo unspecified)
 : 2	3.6	30	-0.5	1.9	3.4	3	5	-13	107	14
38) FC(F)(F)Sc1ccc(NC(=S)NCc2ccccc2)cc1
 : 4	10*	-4	5.8	11	13*	-30	-3	8	102	27

The list goes on:
Second line of a record – HTR5A ag	Ecoli viability	HTR5A inv ag	MOR-DOR ag	AddAB inh	phage Ecoli inh	MOR-DOR inv ag	PfHsp90 yeast 2	PKA-R1A activ	DSG3 Ab inh	Mot1-301 SUMO
46) CCCn1c(SCC(=O)Nc2ccc(Cl)cn2)nnc1C1CC1
 : 1	-1.5	10	-0.7	-1.6	-1.8	4	4	-12	112	-2
47) CC1=NN(c2ccccc2)C(=O)/C1=C\c1cn(C)c2ccccc12
 : -1	0.3	3	-2.2	0.2	3.0	11	.	-14	116	17
48) CC(=O)Nc1c2c(nn1-c1ccc(F)cc1)CSC2
 : 6	1.3	-17	-1.1	0.3	1.5	6	37	-6	70	10
49) COc1ccc(/C=C/C(=O)N(C)C2CCS(=O)(=O)C2)cc1 (stereo unspecified)
 : 3	.	5	-1.4	.	3.2	9	.	-2	108	.
